Ecoli tolC: blocks growth of E. coli BW25113 tolC mutant; growth inhibition, % at 10 µM (by protocol); actives 2.2% (n = 65,000); AID 573; OD615;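 active = growth inhibition at or above a cutoff equal to the mean over every tested compound plus 3 SD, cut at about 60% in these data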;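 also: growth measured after 20 h incubation at 37 °C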
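System: E. coli ΔtolC::kan strain BW25113; Buffer or medium: LB broth supplemented with 50 µg/mL kanamycin; Compound: 10 µM final, single dose; Incubation: bacterial growth with compound for 20 h at 37 °C; Signal: A615 absorbance measurement; Evaluation: growth inhibition in percent.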
M1 ag: agonists of M1 muscarinic receptor. CHO-M1 cells, Fluo-4 calcium fluorescence, agonist mode; active compounds read high. B-score at 10 µM. actives 3% (n = 64,000). AID 626;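 active = fluorescence rise, raw or as B-score row- and column-corrected plate score, outside the 99.7% band of its plate's samples, either direction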
SF-1 act: activators of human nuclear receptor SF-1; Q13285; CHO-K1 Gal4-SF-1 LBD luciferase reporter; % increase over DMSO SF-1-specific signal; activation, % at 10 µM; actives 1.9% (n = 65,000);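 active = activation above the mean activation of all tested compounds plus 3 SD, cut at about 50% in these data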
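Compound – one dose, 10 µM compound, 1% DMSO · Test system – transient Gal4-SF-1 LBD reporter, CHO-K1 · Input – 4,000 cells in each well · Read-out basis – percent activation relative to DMSO median and mock-transfected background · Replicates – single measurement per compound · Technique – steady-glow luciferase luminescence, read after 15 min reagent incubation · Timing – 20 h compound treatment, 37 °C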
NADH enzymes: blocks coupling enzymes of NAD/NADH assays; coupled PK/LDH NADH assays, four targets; IC50, µM (highest dose often 10 µM), without a hit: at the highest dose inhibition; actives 0.02% (n = 65,000); AID 774;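 active = single-dose screening hits from any of four coupled enzyme assays that gave an IC50 when retested across doses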;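 also: the DPM-DC format reads NADH fluorescence rather than 340 nm absorbance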
TNAP act DEA: human TNAP activation, intermediate phosphate acceptor. activation factor at 20 µM. 64,000 tested, under 10 active. purified TNAP, CDP-star luminescence, 100 mM DEA, 30 min; active compounds read high; scale: 0 levamisole-inhibited, 1 vehicle-only enzyme. AID 813;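 active = activation factor of at least 2 at 20 µM, relative to controls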
Target sequence (P05186 whole entry, looked up): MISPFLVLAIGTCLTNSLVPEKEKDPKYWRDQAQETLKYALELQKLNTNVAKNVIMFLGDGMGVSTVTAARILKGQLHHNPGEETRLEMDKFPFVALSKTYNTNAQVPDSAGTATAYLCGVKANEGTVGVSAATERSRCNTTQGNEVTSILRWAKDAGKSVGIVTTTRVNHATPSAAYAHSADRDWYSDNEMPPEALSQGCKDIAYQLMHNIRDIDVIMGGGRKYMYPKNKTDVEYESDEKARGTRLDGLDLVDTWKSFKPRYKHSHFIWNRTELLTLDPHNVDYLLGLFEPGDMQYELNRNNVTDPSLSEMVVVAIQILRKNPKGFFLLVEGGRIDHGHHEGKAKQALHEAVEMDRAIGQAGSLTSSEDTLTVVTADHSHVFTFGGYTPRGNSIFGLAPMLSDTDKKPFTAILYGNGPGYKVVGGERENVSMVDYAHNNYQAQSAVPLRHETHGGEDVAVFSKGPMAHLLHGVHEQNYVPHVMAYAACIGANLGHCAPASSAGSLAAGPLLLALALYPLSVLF
Jurkat tox 60K: cytotoxicity toward Jurkat cells. Jurkat E6.1 viability, ATP luminescence, 48 h. inhibition, % at 4 µM. actives 1.2% (n = 56,000);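 active = inhibition above the mean inhibition of all tested compounds plus 3 SD, cut at about 28% in these data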
D1 mod: allosteric modulators of human D1 dopamine receptor; P21728; HEK293 D1, CRE-luciferase, dopamine EC30 potentiation; actives deviate in either direction; B-score at 10 µM; actives 5.9% (n = 58,000); AID 641;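 active = luminescence count or its row- and column-corrected plate score outside the 99.7% band of the plate's sample wells, on either side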
Target sequence (P21728 whole entry, looked up): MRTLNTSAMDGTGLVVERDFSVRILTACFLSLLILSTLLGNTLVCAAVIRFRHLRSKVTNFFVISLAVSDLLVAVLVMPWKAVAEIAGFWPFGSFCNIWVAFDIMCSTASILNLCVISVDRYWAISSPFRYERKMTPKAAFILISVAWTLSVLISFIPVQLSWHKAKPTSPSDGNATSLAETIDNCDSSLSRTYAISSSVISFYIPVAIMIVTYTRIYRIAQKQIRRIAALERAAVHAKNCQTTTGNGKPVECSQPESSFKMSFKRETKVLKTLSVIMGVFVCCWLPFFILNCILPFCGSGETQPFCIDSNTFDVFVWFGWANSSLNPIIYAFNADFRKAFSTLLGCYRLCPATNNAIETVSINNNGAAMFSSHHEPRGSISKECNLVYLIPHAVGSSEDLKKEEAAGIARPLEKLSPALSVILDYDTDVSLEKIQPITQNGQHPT
M1 antagonist: blocks the rat M1 muscarinic receptor response to acetylcholine | B-score at 10 µM | CHO-M1 cells, Fluo-4 calcium, ACh EC80 antagonist mode; active compounds read low | actives 3.4% (n = 64,000) | P08482 | AID 628;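 active = calcium fluorescence response, raw or row-and-column corrected B-score, differing from the plate sample mean either way at a set confidence level, mostly lower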
HEK293 NFkB inh: lowers PMA/ionomycin-induced NF-kB signal in HEK293 cells | HEK-293 NF-kB luciferase reporter, luminescence | inhibition, % at 3 µM | actives 0.21% (n = 62,000) | AID 465;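 active = inhibition above the mean of all tested compounds plus 3 SD, cut at about 40% in these data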;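 also: 0% = stimulated DMSO wells and 100% = 10 µM reference inhibitor 5653914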
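System – HEK-293 cells with stable firefly luciferase reporter driven by four HIV NF-kB elements · Doses – one dose, 3 µM · Schedule – 1 h compound pre-incubation, 16 h PMA/ionomycin at 37 °C · Technique – luminescence from luciferase substrate reagent · Measure – percent inhibition normalized per plate to DMSO and reference-inhibitor controls · Replicates – tested once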
Active calls of the source: *; . = not tested or not shown; [ ] = another dose, or the depositor's remark.

[1] O=C(Nc1nc(-c2ccc(S(=O)(=O)N3CCCCCC3)cc2)cs1)c1cccs1
[2] CCOc1ccc(-c2nnc(-c3ccco3)o2)cc1
[3] CCc1ccccc1NS(=O)(=O)c1ccc2[nH]cc(C(=O)NCc3ccco3)c(=O)c2c1
[4] Cc1cc2ccccc2n1CCNC(=O)C1CCCC1
[5] CCSC1=C(C#N)C(c2cccc(Br)c2)CC(=O)N1 (configuration not stated)
[6] O=C(O)CCN=C1CCCc2ccccc2N1
assay / entry	1	2	3	4	5	6
Jurkat tox 60K	29*	9	8	0	1	2
TNAP act DEA	0.9	1	0.9	1	0.9	1
HEK293 NFkB inh	12	-13	10	13	7	7
NADH enzymes	2%	3%	2%	1%	2%	2%
D1 mod	-0.59	.	0.071	1.6	1.1	-0.45
SF-1 act	5	-48	6	14	-8	-8
M1 ag	-0.04	0.19	-0.0078	-1.2	0.0024	0.21
M1 antagonist	0.043	0.16	0.13	0.041	11*	-0.5
Ecoli tolC	6	4	100*	-4	4	-4

[7] CCOC(=O)N1CCC(NC(=O)C(CC(C)C)NC(=O)C2CCCCC2)CC1 (configuration not stated)
[8] O=c1c2cccnc2[nH]c(=S)n1CCC1=CCCCC1
[9] CCOC(=O)CSc1nnc(-c2cccnc2)n1Cc1ccccc1
[10] C=CCn1c(SCC(O)Cn2c3ccccc3c3ccccc32)nnc1-c1ccco1 (configuration not stated)
[11] O=C(c1ccccc1)N1CCN(C(=O)N2CCCCC2)CC1
[12] CN(C)C(=O)CSc1nnc(CCCCCNC(=O)OC(C)(C)C)o1
assay / entry	7	8	9	10	11	12
Jurkat tox 60K	.	-24	9	2	-1	-6
TNAP act DEA	1	0.9	0.9	0.8	0.9	0.9
HEK293 NFkB inh	17	12	20	3	4	5
NADH enzymes	3%	3%	5%	2%	7%	8%
D1 mod	.	.	0.64	-0.69	-0.78	-0.49
SF-1 act	-3	3	3	-12	-2	14
M1 ag	0.37	0.57	-0.31	-0.32	-0.16	-0.034
M1 antagonist	-0.45	1	0.37	1.3	-0.17	-0.29
Ecoli tolC	-7	-15	2	81*	-15	-27

Pulled one by one from the list above:
[2] CCOc1ccc(-c2nnc(-c3ccco3)o2)cc1
[1] O=C(Nc1nc(-c2ccc(S(=O)(=O)N3CCCCCC3)cc2)cs1)c1cccs1
[12] CN(C)C(=O)CSc1nnc(CCCCCNC(=O)OC(C)(C)C)o1
[9] CCOC(=O)CSc1nnc(-c2cccnc2)n1Cc1ccccc1
[10] C=CCn1c(SCC(O)Cn2c3ccccc3c3ccccc32)nnc1-c1ccco1 (configuration not stated)
assay / entry	2	1	12	9	10
Jurkat tox 60K	9	29*	-6	9	2
TNAP act DEA	1	0.9	0.9	0.9	0.8
HEK293 NFkB inh	-13	12	5	20	3
NADH enzymes	3%	2%	8%	5%	2%
D1 mod	.	-0.59	-0.49	0.64	-0.69
SF-1 act	-48	5	14	3	-12
M1 ag	0.19	-0.04	-0.034	-0.31	-0.32
M1 antagonist	0.16	0.043	-0.29	0.37	1.3
Ecoli tolC	4	6	-27	2	81*

Further structures follow.
[13] CCC/C(O)=C1\C(=O)CCCC1=NC(C)C(=O)O (configuration not stated)
[14] COc1ccc(NCc2nnc(SCC#N)n2-c2ccccc2OC)cc1
[15] COC(=O)CN(c1ccc(C(C)C)cc1)S(=O)(=O)c1c(C)[nH]c(=O)[nH]c1=O
[16] Cc1cc(C(=O)NCc2cccs2)c(C)o1
[17] CN1CCc2c(sc(/N=C/c3ccco3)c2C(N)=O)C1
[18] O=C(Cn1c(C(F)(F)F)nc2ccccc21)NCCN1CCCC1
assay / entry	13	14	15	16	17	18
Jurkat tox 60K	-9	-2	4	-5	3	-5
TNAP act DEA	0.8	0.9	0.9	1	0.9	0.9
HEK293 NFkB inh	3	5	9	10	18	-2
NADH enzymes	5%	6%	0%	6%	7%	4%
D1 mod	-0.41	-0.021	-0.64	-0.25	-0.79	-0.76
SF-1 act	-4	8	6	1	-10	17
M1 ag	1.2	0.48	0.011	-7.4e-05	-0.11	.
M1 antagonist	1	1.9	0.73	0.03	0.0058	.
Ecoli tolC	-17	-19	5	-5	-13	-24

[19] CC(CC(=O)NCc1ccccc1)C1CCCO1 (configuration not stated)
[20] Cc1ccc(-c2nc(C3CCN(S(=O)(=O)c4ccc(C(F)(F)F)cc4)CC3)no2)cc1
[21] CCOc1cc(C2C(C(=O)N3CCCCC3)=C(C)NC3=C2C(=O)CCC3)cc(Br)c1O (configuration not stated)
[22] CCOC(=O)CNC(=O)c1c(C)nn(-c2ccccc2)c1Cl
[23] COc1cccc(=O)c2c(C)n(C)c(C)c12
[24] COC(=O)c1cc(OC)c(OC)cc1N=CC1=C(O)CC(C)(C)CC1=O
assay / entry	19	20	21	22	23	24
Jurkat tox 60K	1	-4	0	-5	0	8
TNAP act DEA	0.8	0.9	1	0.9	0.9	1
HEK293 NFkB inh	0	9	16	10	6	10
NADH enzymes	3%	6%	16%	2%	6%	5%
D1 mod	1	0.076	0.99	3.1	0.075	4.1*
SF-1 act	24	8	10	19	-2	9
M1 ag	0.021	0.53	0.23	-0.39	-1.1	0.55
M1 antagonist	0.083	0.16	-0.032	-0.063	-0.32	-0.021
Ecoli tolC	-30	-25	6	-6	-1	-2

[25] CCCCN(C(=O)NC(=O)Nc1nc2ccc(OC)cc2s1)S(C)(=O)=O
[26] CC(C)(C)c1ccc(-c2conc2N)cc1
[27] O=C(c1ccco1)N1CCN(C(=O)c2cccn3c(=O)c4c5c(sc4nc23)CCCC5)CC1
[28] O=C(NCCCNC(=O)c1cccs1)c1cccs1
[29] Cn1c(SCC(=O)Nc2ccc(F)cc2)nnc1-c1cccnc1
[30] Cc1ccccc1-c1nnc(-c2ccc(Br)cc2)o1
assay / entry	25	26	27	28	29	30
Jurkat tox 60K	.	13	-5	8	0	-1
TNAP act DEA	1	1	1	1	1	1
HEK293 NFkB inh	12	-9	24	12	9	-7
NADH enzymes	4%	4%	3%	6%	2%	4%
D1 mod	-0.029	-2.9	3.8*	-0.2	0.18	-1
SF-1 act	3	52*	24	-20	-12	77*
M1 ag	-0.35	0.69	1.1	-1.2	-0.044	0.75
M1 antagonist	0.42	0.57	0.11	-0.42	-0.15	0.95
Ecoli tolC	-9	-1	19	-15	-4	8

3 structures already listed, ordered by molecular weight, highest first.
[27] O=C(c1ccco1)N1CCN(C(=O)c2cccn3c(=O)c4c5c(sc4nc23)CCCC5)CC1
[30] Cc1ccccc1-c1nnc(-c2ccc(Br)cc2)o1
[28] O=C(NCCCNC(=O)c1cccs1)c1cccs1
assay / entry	27	30	28
Jurkat tox 60K	-5	-1	8
TNAP act DEA	1	1	1
HEK293 NFkB inh	24	-7	12
NADH enzymes	3%	4%	6%
D1 mod	3.8*	-1	-0.2
SF-1 act	24	77*	-20
M1 ag	1.1	0.75	-1.2
M1 antagonist	0.11	0.95	-0.42
Ecoli tolC	19	8	-15

Remaining list, next part
[31] O=C(O)c1cccc(COc2ccc(CO)cc2Cl)c1
[32] COc1ccc(-c2nnc(SC(C)C(=O)Nc3ccc4c(c3)OCCO4)o2)cc1 (configuration not stated)
[33] COc1ccc(CNc2nc3nc(C)c(Cl)c(=O)n3[nH]2)cc1OC
[34] CCc1ccc2oc(-c3cccc(NC(=O)c4cccnc4)c3)nc2c1
[35] COc1ccccc1-c1cc(C(F)(F)F)nc(N2CCN(c3ccc(F)cc3)CC2)n1
[36] O=C(Nc1ccccc1C(=O)NCc1ccco1)c1ccccc1
assay / entry	31	32	33	34	35	36
Jurkat tox 60K	7	-7	-9	.	.	-4
TNAP act DEA	0.9	1	0.9	0.9	0.9	0.9
HEK293 NFkB inh	94*	11	8	-15	12	11
NADH enzymes	5%	7%	8%	5%	2%	8%
D1 mod	-7.1*	-0.84	.	-1.3	.	5.3*
SF-1 act	-94	50*	2	32	2	2
M1 ag	0	0.22	-0.39	2.3	0.04	0.93
M1 antagonist	-1.8	0.52	0.57	-0.51	-1.4	-0.65
Ecoli tolC	2	4	-3	37	1	-3

[37] COc1ccc(-n2c(Cc3cccn3C)nnc2SCC(=O)Nc2cccc(Cl)c2)cc1
[38] c1ccc(CNc2nc3ccccc3n3cnnc23)nc1
[39] CC(=O)c1ccc(Cc2cnc(N)s2)cc1
[40] CSc1nnc(Cn2c(=O)sc3ccccc32)n1-c1ccccc1
[41] Cc1nc(CNS(=O)(=O)c2ccc3c(c2)CCCC3)cs1
[42] CCCOc1ccc(-c2nc(C#N)c(N3CCN(CC)CC3)o2)cc1
assay / entry	37	38	39	40	41	42
Jurkat tox 60K	-2	2	-5	2	-2	-2
TNAP act DEA	0.9	0.9	0.9	1	0.9	0.9
HEK293 NFkB inh	11	-10	11	6	9	9
NADH enzymes	3%	0%	9%	8%	3%	10%[fluoresces]
D1 mod	0.0063	9.2*	1.7	0.29	-0.18	-0.087
SF-1 act	24	4	0	-15	-9	-1
M1 ag	0.091	-0.23	2.9*	0.029	-1.6	0.97
M1 antagonist	0.35	-0.4	0.95	1.1	-0.47	0.58
Ecoli tolC	25	-11	-10	6	0	17

[43] COC(=O)c1ccccc1NC(=O)CSc1nnc(COc2cccc(OC)c2)n1C
[44] CC(=O)c1cccc(NC(=O)N2CCCC2C(=O)NCCC(C)C)c1 (configuration not stated)
[45] S=C(c1cccs1)N1CCCC1
[46] CCCS(=O)(=O)Nc1cc(C(F)(F)F)ccc1OCCOC
[47] CC(C)OCCCNC(=O)CCc1nc(-c2ccccc2)no1
[48] COc1cc(OC)c(-c2nnc(-c3ccc(OC)c(OC)c3OC)o2)cc1OC
assay / entry	43	44	45	46	47	48
Jurkat tox 60K	-3	-9	0	3	-1	-5
TNAP act DEA	0.9	0.9	0.9	1	0.9	1
HEK293 NFkB inh	9	12	9	5	0	16
NADH enzymes	9%	7%	2%	6%	7%	13%[fluoresces]
D1 mod	0.4	-0.024	0.34	-1.2	0.13	-0.67
SF-1 act	-4	-8	-3	-3	-9	25
M1 ag	-0.77	0.34	-0.46	-1.2	-0.24	4.5*
M1 antagonist	-1.2	0.28	1.4	1.5	0.024	-0.34
Ecoli tolC	.	-3	-11	1	-5	-8

[49] Cc1ccc(C(=O)N2CCCCCC2)cc1Br
[50] COc1ccc(N2CCN(C(=O)CCNS(=O)(=O)c3ccc4c(c3)CCC(=O)N4)CC2)cc1
[51] COCCCNCCOCCOc1c(OC)cccc1OC
[52] CCOC(=O)CSC1=C(C#N)C(c2ccc(C)cc2)C(C(=O)OC)C(=O)N1 (configuration not stated)
[53] C=CCOn1c(=O)c(-c2cc3ccccc3o2)[n+]([O-])c2ccccc21
[54] CCOCCCNC(=O)C(c1ccc(Cl)cc1)N1CCN(C(=O)c2ccco2)CC1 (configuration not stated)
[55] Cn1c(=O)c(C(=O)Nc2ncccc2O)c(O)c2ccccc21
assay / entry	49	50	51	52	53	54	55
Jurkat tox 60K	4	-7	0	.	.	.	.
TNAP act DEA	0.9	1	1	0.9	0.9	1.1	1
HEK293 NFkB inh	5	14	12	.	.	6	-22
NADH enzymes	2%	7%	0%	1%	4%	7%	3%
D1 mod	1.1	0.071	0.32	0.039	.	-0.019	-0.016
SF-1 act	-3	5	-10	0	77*	-8	-6
M1 ag	0.66	0.15	0.41	0.27	3.6	-0.48	-0.63
M1 antagonist	-0.24	-0.04	-1.3	0.24	0.051	0.43	0.012
Ecoli tolC	14	3	-17	17	-2	-7	7

Source: PubChem BioAssay
